CHRM5 PAM = CHRM5 positive allosteric modulation. P08912. CHO-K1 hM5, Fluo-8 calcium, ACh EC20 PAM; 0% = ACh EC20, 100% = ACh EC100. activation, % at 3 µM. actives 0.3% (n = 360,000). AID 624038;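 active means activation above the run cutoff, the mean activation of all test compounds plus 3 SD, cut at about 18% in these data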
Target sequence (P08912 whole entry, looked up): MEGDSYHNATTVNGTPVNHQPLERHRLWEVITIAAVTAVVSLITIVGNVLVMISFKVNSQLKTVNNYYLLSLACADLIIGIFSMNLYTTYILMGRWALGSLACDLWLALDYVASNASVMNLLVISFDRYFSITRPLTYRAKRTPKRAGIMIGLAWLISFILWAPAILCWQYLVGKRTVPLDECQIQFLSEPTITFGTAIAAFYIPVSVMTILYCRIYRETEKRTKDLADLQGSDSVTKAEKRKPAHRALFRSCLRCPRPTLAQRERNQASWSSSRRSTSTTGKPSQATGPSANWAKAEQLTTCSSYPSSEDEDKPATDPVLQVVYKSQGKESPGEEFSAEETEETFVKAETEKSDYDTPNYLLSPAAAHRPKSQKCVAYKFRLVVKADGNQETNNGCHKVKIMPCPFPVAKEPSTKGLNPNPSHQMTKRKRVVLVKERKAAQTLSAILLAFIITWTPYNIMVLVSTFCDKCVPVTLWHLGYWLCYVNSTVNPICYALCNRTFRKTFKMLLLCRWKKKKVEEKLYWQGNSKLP
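system = human M5 receptor in CHO-K1 cells | compound = one concentration, 3 µM final (nominal) | schedule = Post-acetylcholine fluorescence recording 140 s | signal = Fluo-8 calcium dye fluorescence, kinetic read | benchmarks = low control EC20 acetylcholine (0%), high control EC100 acetylcholine (100%) | repeats = singlicate, one well per test compound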
M1 ag parental = counter-screen for M1 agonists: effect in parental CHO-K1 cells. Fluo-8 calcium fluorescence; scaled to maximal ATP response, vehicle zero. activation, % at 3 µM. actives 0.48% (n = 360,000). AID 602248; in the data active means activation above about 15%;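 further: untransfected CHO-K1 host cells lacking M1 receptor as counterscreen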
M4 ag = CHRM4 agonism in calcium assay; actives 0.14% (n = 360,000); CHO-K1 hM4/Gqi5, Fluo-8 calcium fluorescence; vehicle 0%, full acetylcholine response 100%; activation, % at 3 µM; P08173;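 active means activation above the run mean over all test wells plus 3 SD, cut at about 32% in these data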;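 further: peak over basal fluorescence ratio per well then scaled between controls; 0% = DMSO wells and 100% = acetylcholine at EC100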
Target sequence (P08173 whole entry, looked up): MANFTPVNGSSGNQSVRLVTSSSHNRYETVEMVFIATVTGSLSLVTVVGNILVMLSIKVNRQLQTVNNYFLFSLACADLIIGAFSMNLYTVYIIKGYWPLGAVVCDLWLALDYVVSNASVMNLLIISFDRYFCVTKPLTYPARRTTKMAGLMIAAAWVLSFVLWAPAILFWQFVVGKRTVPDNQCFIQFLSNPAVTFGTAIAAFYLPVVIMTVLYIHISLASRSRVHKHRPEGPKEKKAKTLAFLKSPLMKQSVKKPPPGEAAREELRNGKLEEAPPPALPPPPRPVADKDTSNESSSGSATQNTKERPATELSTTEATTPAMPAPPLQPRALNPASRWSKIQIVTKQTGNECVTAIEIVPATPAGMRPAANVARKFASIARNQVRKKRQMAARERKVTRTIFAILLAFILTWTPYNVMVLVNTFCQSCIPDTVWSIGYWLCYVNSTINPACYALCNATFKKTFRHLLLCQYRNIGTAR
CHO-K1 Ca antag = M1 antagonist counterscreen hit in parental CHO-K1 cells. actives 0.6% (n = 360,000). ATP-induced calcium, Fluo-8 fluorescence. inhibition, % at 3 µM;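 active means inhibition above a per-plate cutoff, the plate's mean sample inhibition plus 3 SD, cut at about 24% in these data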;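 further: 0% = DMSO plus EC80 ATP and 100% = DMSO alone without ATP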
M1 PAM parental = nonselective activator or artifact in parental CHO-K1 calcium assay | actives 0.02% (n = 360,000) | activation, % at 3 µM | AID 602247 | ATP EC20, Fluo-8 calcium fluorescence; 0% at ATP EC20, 100% at ATP max;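 active means activation above the run cutoff, the mean activation of all test compounds plus 3 SD, cut at about 40% in these data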;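 further: peak over basal fluorescence ratio in a 140 s read after ATP addition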
CHRM5 agonist = agonists of human muscarinic M5 receptor (CHRM5) | P08912 | activation, % at 3 µM | actives 0.19% (n = 360,000) | CHO-K1 hM5 cells, Fluo-8 calcium fluorescence; 0% DMSO wells, 100% maximal acetylcholine response;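 active means activation above the run's mean over test compounds plus 3 SD, cut at about 23% in these data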;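 further: signal is peak over basal fluorescence ratio across the kinetic read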
M4 PAM = CHRM4 positive allosteric modulation; P08173; actives 0.4% (n = 360,000); AID 624126; CHO-K1 hM4/Gqi5, Fluo-8 calcium fluorescence, ACh EC20; 0% = ACh EC20, 100% = maximal ACh; activation, % at 3 µM;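 active means activation above its plate's cutoff, the mean activation of sample wells plus 3 SD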; further: some results filed as inactive read as strong as hits
CHRM4 antagonist = CHRM4 antagonism in calcium assay; P08173; CHO-hM4 cells, ACh EC80, Fluo-8 calcium fluorescence; inhibition, % at 3 µM; actives 0.73% (n = 360,000); AID 624125;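 active means inhibition above its plate's cutoff, the mean inhibition of sample wells plus 3 SD, cut at about 27% in these data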;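 further: 0% = acetylcholine EC80 with DMSO and 100% = DMSO without agonist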
M5 antag = antagonists of human muscarinic M5 receptor (CHRM5); CHO-hM5 cells, Fluo-8 calcium fluorescence, ACh EC80; inhibition, % at 3 µM; actives 0.59% (n = 360,000); AID 624040;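 active means inhibition above a per-plate cutoff, the mean of that plate's test compounds plus 3 SD, cut at about 27% in these data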;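 further: 0% = acetylcholine EC80 with DMSO and 100% = DMSO without agonist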
The depositor's hits bear a star.

SMILES	CHRM5 PAM	M1 ag parental	M4 ag	CHO-K1 Ca antag	M1 PAM parental	CHRM5 agonist	M4 PAM	CHRM4 antagonist	M5 antag
Nc1ccc2nc[nH]c2c1	6	1.1	1	-16	17	-1	10	-9	4
Cc1nnc(NC(=O)C2CCCC2)s1	-2	1.0	1	0	9	-2	2	2	4
COC(=O)Nc1ccc(S(=O)(=O)N2CCN(CCN3C(=O)C4C5C=CC(C5)C4C3=O)CC2)cc1 (stereo unspecified)	-4	0.7	2	-5	14	-4	-3	1	5
C=CCn1c(SCC(=O)Nc2nnc(CC)s2)nnc1-c1cccnc1	-4	0.2	1	10	-2	2	-4	9	7
Cc1cccc(C)c1NC(=O)CNC(=O)c1c(C)nn(-c2ccccc2)c1Cl	11	0.4	1	0	13	0	15	-25	-1
Cc1cc(C)cc(N(C)S(=O)(=O)c2nnc(NC(=O)C(C)C)s2)c1	6	0.8	1	-13	10	-2	12	-15	4
CCCCCCCCCCCn1nnnc1N	-1	0.7	1	-8	15	-2	6	7	6
CCOC(=O)N1CCN(C(=O)c2ccc(N(C)S(=O)(=O)c3ccc(C)cc3)cc2)CC1	-4	5.0	10	9	-17	3	-1	0	3
Cc1cccc(COC[C@H](CC(C)C)N2CCN(C(=O)c3ccc(C(C)(C)C)cc3)CCC2=O)c1	-17	5.6	11	-4	8	-3	-8	15	3
COc1cccc(-c2cnc(C(O)c3ccccc3OC)[nH]2)c1 (stereo unspecified)	1	0.7	0	-5	1	0	-2	1	-4
CC(C)(C)OC(=O)C[C@H]1C/C=C\C[C@@H](CC(=O)N(CCO)Cc2ccccc2)C(=O)N[C@H](Cc2ccccc2)COC1=O	-10	0.6	7	-10	-12	0	9	9	6
COc1ccc(NC(=O)c2ccccc2C(=O)N2CCCCC2)cc1	3	0.2	1	-2	7	-3	8	10	4
Cn1c(=O)c(=O)n(C)c2cc(S(=O)(=O)NCCN3CCN(c4ccccc4F)CC3)ccc21	-1	0.7	1	-5	8	0	1	-18	8
O=C(NCc1ccccc1Cl)c1ccccc1Oc1ccccc1	-9	-0.2	-3	-12	12	-7	-7	-10	3
COc1ccc(C(=S)N2CCOCC2)cc1OS(=O)(=O)c1ccccc1[N+](=O)[O-]	-3	2.3	7	-2	16	1	7	-11	-6
CC(Sc1nc(-c2ccccc2)nc2c1COC(C)(C)C2)C(=O)N1CCOCC1 (stereo unspecified)	4	0.2	1	7	1	2	-8	17	-8
Cc1ccc(-c2nc3ccc(NS(=O)(=O)c4ccccc4)cc3[nH]2)o1	-5	3.1	1	-4	20	-1	-12	-1	6
COc1ccc(C)c2sc(N(CCCN(C)C)C(=O)CS(=O)(=O)c3ccc(F)cc3)nc12	-3	2.6	6	-10	3	-2	15	-8	11
CC1C/C(=N\NC(=O)c2cccnc2)CC(C)(C)C1 (stereo unspecified)	5	0.2	1	-1	14	3	-1	4	2
Oc1ccccc1C(=S)N1CCCC1	-1	-0.1	0	9	-22	1	-3	-1	13
COc1ccc(CCC(=O)N2CCCSC2=Nc2ccc(C(C)=O)cc2)cc1	-5	1.1	1	-9	5	0	-6	6	3
O=C1CC(C(=O)N2CCCc3ccccc32)CN1c1ccc(Cl)cc1 (stereo unspecified)	-7	4.2	6	-18	22	0	-7	4	19
Cc1ccc(NC(=O)C2CCN(S(=O)(=O)c3ccc4c(c3)OCCO4)CC2)nc1	-3	0.1	2	9	-4	-4	0	3	-4
N#Cc1ccc(CN2CCN(CC(=O)Nc3ccccc3C(=O)NC3CC3)CC2)cc1	0	2.4	5	-6	14	6	1	-1	-1
COc1ccc(N(CC(=O)NCCc2ccc(S(N)(=O)=O)cc2)S(=O)(=O)c2c(C)noc2C)cc1	3	0.3	1	-17	18	-4	6	-1	2
Remaining list, next part
SMILES	CHRM5 PAM	M1 ag parental	M4 ag	CHO-K1 Ca antag	M1 PAM parental	CHRM5 agonist	M4 PAM	CHRM4 antagonist	M5 antag
O=C1c2ccccc2S(=O)(=O)N1CCOc1ccc(F)cc1	-2	1.9	5	1	17	1	-13	6	2
CC1(C)Cc2sc3c(=O)[nH]c(=S)[nH]c3c2CO1	-10	-0.5	1	-9	0	0	-7	4	0
Cc1cc2ccccc2n1CCNC(=O)c1ccc(Br)o1	-11	0.7	2	9	3	0	-8	-4	27*
COc1ccc(-c2csc3nc(-c4ccccc4)oc(=O)c23)cc1OC	9	0.1	2	-9	7	7	5	-2	0
COc1[nH]c2ccc(F)cc2c1C(=O)OCC1CCN(CCNS(C)(=O)=O)CC1	0	-0.1	0	-2	7	0	2	-3	9
CN=C(Nc1cccc(OC)c1)SC1CC(=O)N(c2ccc(C(=O)O)cc2)C1=O (stereo unspecified)	0	0.1	1	-2	6	-2	17	6	-6
COc1cc(N2CCCC2)c(OC)cc1/C=C(/C#N)c1cccc(F)c1	-12	2.8	4	-27	6	1	0	-7	7
O=C(c1cccs1)N1CCCC(N2CCN(c3ccc(F)cc3)CC2)C1 (stereo unspecified)	-1	2.0	1	-11	6	-1	0	18	14
CCCCn1c(N)c(N(CC(C)C)C(=O)c2ccc(-c3ccc(Cl)cc3)o2)c(=O)[nH]c1=O	-4	0.1	-1	-10	9	-2	2	8	14
CN(CC(=O)Nc1ccc(F)cc1)CC(=O)Nc1ccc(F)c(F)c1F	3	0.9	4	7	-20	1	-3	-2	4
CCN1CCC(O)(C(C(=O)O)c2ccccc2)CC1 (stereo unspecified)	-3	0.6	1	-7	-2	3	12	-14	15
Cc1ccc2c(c1)[C@H]1[C@H](CO2)[C@H](c2ccccc2)[C@]2(C)C(=O)N(Cc3ccc(Cl)cc3)CC(=O)N12	5	0.8	3	-16	30	6	4	-10	3
O=C(N/N=C/c1ccc(-c2ccc(Cl)c(C(=O)O)c2)o1)c1cc2c(ccc3ccccc32)o1	6	-0.1	1	11	-13	2	9	27*	5
Cc1ccccc1NC(=O)CN(C)S(=O)(=O)c1ccc2c(c1)n(C)c(=O)c(=O)n2C	2	-0.1	1	-2	-10	-5	2	7	5
Clc1ccccc1CSc1snnc1-c1ccccc1	-4	0.4	-2	-4	19	-5	-6	9	3
CCOCCc1c(O)nc(SCC(=O)NCc2ccco2)[nH]c1=O	-5	-0.3	1	14	-5	4	-6	10	8
CCOP(=O)(OCC)C(Nc1ccc(C(=O)O)cc1)c1ccccc1 (stereo unspecified)	0	0.9	1	-18	20	-6	2	-11	-10
C[C@H]1CN([C@@H](C)CO)C(=O)CCCn2nncc2CO[C@H]1CN(C)S(=O)(=O)c1ccccc1	-3	0.3	0	14	-10	1	-2	-11	-3
CC[C@]1(C(=O)OC)[C@H]2C(=O)N(Cc3ccccc3)C(=O)[C@H]2[C@H]2CN=C(SCc3ccc(Cl)cc3)N21	-5	0.8	1	10	-11	-1	-5	9	8
C=CCn1cc(C(=O)N2CCN(CC)CC2)c(=O)c2cc(S(=O)(=O)N(CC)CC)ccc21	7	0.9	2	-2	-6	-8	5	-13	-7
Cc1ccsc1C(=O)Nc1nc2ccccc2[nH]1	-9	1.3	1	-13	12	2	-6	2	5
COc1ccc(N2CC(C(=O)Nc3cc(C(F)(F)F)ccc3N3CCCC3)CC2=O)c(OC)c1 (stereo unspecified)	4	0.1	2	-3	-2	0	0	-3	-1
CC(=O)Nc1ccc(Nc2nc(C)nc3c2oc2ccccc23)cc1	0	1.0	3	-1	9	0	-1	7	3
COCCNC(=O)C1CCCN(C(=O)Cc2cccc3ccccc23)CC1 (stereo unspecified)	-1	0.4	1	-5	19	-1	13	-9	3
C=C(C)CSc1nnc(-c2ccc(OC)c(OC)c2)n1N	10	0.6	1	-15	18	3	30*	-5	5
(continued)
SMILES	CHRM5 PAM	M1 ag parental	M4 ag	CHO-K1 Ca antag	M1 PAM parental	CHRM5 agonist	M4 PAM	CHRM4 antagonist	M5 antag
COC(=O)c1ccc2nc(-c3ccc(F)cc3)c(CC3CCCCC3)n2c1	-3	1.3	-1	-22	10	4	1	-7	1
Brc1cccc(OCCN2CCc3ccccc3C2)c1	0	-0.1	-1	0	-20	-4	-10	2	9
O=C(N/N=C/C=C\c1ccccc1[N+](=O)[O-])c1cc(-c2ccccc2)nc2ccccc12	2	0.6	1	16	-14	-2	-4	-5	-3
Fc1ccccc1/C=N/Nc1ccc(Cl)nn1	-3	0.9	1	6	-4	-1	5	4	-4
COC(=O)C1CCN(C(=O)COC(=O)c2cc(S(=O)(=O)N3CCOCC3)ccc2C)CC1	-12	0.4	2	2	-9	1	2	-3	11
CCOC(=O)c1ccc(NC(=O)c2cccnc2)cc1	4	2.3	2	-4	21	3	-1	-1	2
CC(C)CNC(C(=O)Nc1ccc([N+](=O)[O-])cc1Br)c1ccccc1 (stereo unspecified)	-1	-0.3	-2	0	-7	-2	4	-16	-8
CCOC(=O)C1=C(C(F)(F)F)Nc2ncnn2C1c1cccc(OC)c1OC (stereo unspecified)	-1	0.6	1	-6	11	1	0	-9	2
Cc1cc2nc(C3CCCCC3)c(CC(C)(C)C)n2c(C)c1Br	-6	0.1	1	7	14	-1	3	-16	-4
CNC(=S)c1cc(C(C)(C)C)c(O)c(C(C)(C)C)c1	-5	2.4	-2	-13	16	-11	-22	5	-11
COCc1nnc(NC(=O)c2cc(C(=O)OC)cc([N+](=O)[O-])c2)s1	-2	8.9	0	2	16	2	-3	-7	1
O=C(NCc1ccco1)c1ccc(-c2ccc(Cl)cc2)o1	6	2.1	-1	-9	-2	-8	-2	-6	-4
COc1ccc(C(=O)N/N=C(\CCC(=O)O)c2ccc(C(C)(C)C)cc2)cc1OC	10	0.3	1	-13	17	-2	7	0	-5
COc1cc(S(=O)(=O)Nc2c(C)cc(C)cc2C)ccc1Cl	11	0.1	-3	0	7	-3	-2	-2	-7
O=C(CSC1=NCCN1)C1COc2ccccc2O1 (stereo unspecified)	-21	6.4	0	0	15	-11	-14	19	11
COC(=O)c1cc(C(=O)N2CCN(c3ncccn3)CC2)cc([N+](=O)[O-])c1	1	1.2	0	-9	-1	-2	-3	6	1
CCOC(=O)[C@]12Cc3c(cc(OC)c(OC)c3OC)[C@H]1N(Cc1ccccc1)C(=O)c1cc(F)c(F)cc12	0	0.4	-2	-10	-4	-7	-6	2	-7
COc1ccc(OC)c(NC(=O)C2CC(=O)N(c3ccc(Br)cc3)C2)c1 (stereo unspecified)	0	-0.6	0	4	-3	2	12	-4	-4
Cc1cc(C)cc(OCC(=O)NC2CCCc3ccccc32)c1 (stereo unspecified)	0	-1.0	-3	-12	14	-6	4	-10	-1
COc1ccc(CC(=O)Nc2c(C(=O)N3CCN(c4ccccc4)CC3)oc3ccccc23)cc1OC	-3	1.6	1	-13	17	-4	1	-3	7
CCCn1c(N2CCN(CC(=O)c3c[nH]c4ccccc34)CC2)nc2c1c(=O)[nH]c(=O)n2C	-6	-0.7	-1	-9	19	-11	6	-11	-4

Fetched by structure from the list above (4):
SMILES	CHRM5 PAM	M1 ag parental	M4 ag	CHO-K1 Ca antag	M1 PAM parental	CHRM5 agonist	M4 PAM	CHRM4 antagonist	M5 antag
COC(=O)c1ccc2nc(-c3ccc(F)cc3)c(CC3CCCCC3)n2c1	-3	1.3	-1	-22	10	4	1	-7	1
COc1cc(S(=O)(=O)Nc2c(C)cc(C)cc2C)ccc1Cl	11	0.1	-3	0	7	-3	-2	-2	-7
CCOC(=O)C1=C(C(F)(F)F)Nc2ncnn2C1c1cccc(OC)c1OC (stereo unspecified)	-1	0.6	1	-6	11	1	0	-9	2
COc1ccc(C(=O)N/N=C(\CCC(=O)O)c2ccc(C(C)(C)C)cc2)cc1OC	10	0.3	1	-13	17	-2	7	0	-5

Source: PubChem BioAssay
